ZTA DNA inh = ZTA (EBV) inhibition in EBNA-1 counter-screen; inhibition, % at 11 µM; actives 0.15% (n = 320,000); ZTA-DNA binding, fluorescence polarization; AID 2234; P03206; in the data active means inhibition above about 33%
Target sequence (P03206 whole entry, looked up): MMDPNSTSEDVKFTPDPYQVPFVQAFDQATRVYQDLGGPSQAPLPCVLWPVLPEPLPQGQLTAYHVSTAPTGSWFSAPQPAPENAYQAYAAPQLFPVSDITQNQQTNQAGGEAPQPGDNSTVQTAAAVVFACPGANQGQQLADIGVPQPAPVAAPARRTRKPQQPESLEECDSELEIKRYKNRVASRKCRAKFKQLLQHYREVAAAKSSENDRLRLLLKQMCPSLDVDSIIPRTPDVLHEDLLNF
HCV core dimer = inhibitors of HCV core protein dimerization, primary screen, biochemical, TR-FRET, high-throughput | TR-FRET GST/Flag-core106 dimerization, 1536-well | actives 0.33% (n = 300,000) | inhibition, % at 5 µM;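 active means inhibition above the mean of all tested compounds plus 3 SD, set per screening campaign, cut at about 45% in these data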
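System: GST/Flag-tagged HCV core106 proteins. Incubation: compound-protein-antibody incubation 4 h at 22.5 °C. Technique: HTRF with 340 nm excitation, 617/671 nm emission. Medium: KF-containing HEPES buffer, pH 7.45, DTT, CHAPS, BSA. Read-out: inhibition (%) from 671 over 617 nm ratio. Also added: Eu(K)-anti-GST 90 ng/mL plus XL665-anti-Flag 1 µg/mL.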
EBNA-1 inhibitor = EBNA-1 DNA-binding inhibitors, primary screen, biochemical, fluorescence polarization | inhibition, % at 14.8 µM | AID 1950, 2009 | actives 0.34% (n = 300,000); in the data active means inhibition above about 28%
PP1 counter = PP1-alpha phosphatase inhibitors, primary screen, counter-screen for PP5 inhibitor project, biochemical, fluorescence, OMFP substrate, single point. inhibition, % at 6.7 µM. purified PP1alpha. Serine/threonine-protein phosphatase PP1-alpha catalytic subunit (Homo sapiens), P62136. actives 0.9% (n = 320,000);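 active means inhibition above the mean inhibition of all tested compounds plus 3 SD, computed separately for each screening campaign, cut at about 15% in these data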
Target sequence (P62136 whole entry, looked up): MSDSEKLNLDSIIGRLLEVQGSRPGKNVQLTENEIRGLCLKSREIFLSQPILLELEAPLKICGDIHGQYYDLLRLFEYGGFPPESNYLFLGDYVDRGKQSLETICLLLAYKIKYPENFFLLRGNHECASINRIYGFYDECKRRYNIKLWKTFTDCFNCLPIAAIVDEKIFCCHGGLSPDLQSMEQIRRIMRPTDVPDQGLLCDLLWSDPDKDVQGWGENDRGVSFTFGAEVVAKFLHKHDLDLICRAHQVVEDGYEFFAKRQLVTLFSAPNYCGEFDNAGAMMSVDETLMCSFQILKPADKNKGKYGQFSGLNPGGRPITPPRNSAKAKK
PP5 primary = PP5 phosphatase inhibitors, primary screen, biochemical, fluorescence; Serine/threonine-protein phosphatase 5 (Homo sapiens), P53041; purified PP5c, OMFP substrate fluorescence; inhibition, % at 6.7 µM; actives 0.18% (n = 320,000); AID 1987, 2009;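 active means inhibition above the campaign's mean inhibition across all tested compounds plus 3 SD, cut at about 9.5% in these data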;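 further: 0% = DMSO only and 100% = 100 µM cantharidin control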
Target sequence (P53041 whole entry, looked up): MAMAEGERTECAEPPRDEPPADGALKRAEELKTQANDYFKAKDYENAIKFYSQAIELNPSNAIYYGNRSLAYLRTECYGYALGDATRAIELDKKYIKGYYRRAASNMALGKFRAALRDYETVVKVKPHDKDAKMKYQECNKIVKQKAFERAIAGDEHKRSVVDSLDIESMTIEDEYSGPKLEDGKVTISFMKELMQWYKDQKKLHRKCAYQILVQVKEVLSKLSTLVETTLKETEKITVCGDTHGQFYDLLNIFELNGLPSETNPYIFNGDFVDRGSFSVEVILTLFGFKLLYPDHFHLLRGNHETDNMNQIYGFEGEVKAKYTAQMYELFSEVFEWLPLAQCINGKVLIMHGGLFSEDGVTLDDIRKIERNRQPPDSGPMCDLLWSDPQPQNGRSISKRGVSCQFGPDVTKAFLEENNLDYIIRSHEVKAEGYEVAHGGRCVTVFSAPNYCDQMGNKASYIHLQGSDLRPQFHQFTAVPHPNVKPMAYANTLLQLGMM
CR mimetic SO = reduction of superoxide in aged yeast, primary screen, HTS | S. cerevisiae aged cells, superoxide DHE fluorescence; active compounds read low | superoxide response (% of plate mean), % at 10 µM | actives 0.18% (n = 330,000) | AID 2690, 2010;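 active means superoxide response under a set limit, about three screen SD below normal, cut at about 65% in these data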;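 further: yeast aged for seven days with compound at 30 °C before DHE staining; 100% = average MFI of all compound-treated wells on the plate with controls excluded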
TPT1 inh = Candida albicans TPT1 enzyme inhibitors, primary screen, biochemical, fluorescence polarization | recombinant caTPT1, FP RNA substrate dephosphorylation | inhibition, % at 5 µM | AID 1962, 2009 | actives 0.81% (n = 300,000) | tRNA 2'-phosphotransferase TPT1 (Candida albicans SC5314);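 active means inhibition above the mean of all tested compounds plus 3 SD, set per screening campaign, cut at about 24% in these data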;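 further: plate controls were DMSO alone for no effect and ferristatin control at 100 nM for full effect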
GASC-1 inh = inhibitors of GASC-1 histone demethylase, primary screen, biochemical, fluorescence, DELFIA europium. Lysine-specific demethylase 4C (Homo sapiens), Q9H3R0. GST-JMJD2C(1-420) H3K9me3 demethylation. inhibition, % at 2.35 µM. actives 0.069% (n = 330,000). AID 2099, 2009;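 active means more than half of a compound's replicate wells show inhibition beyond 50%, single wells judged on their own value; inconclusive means some, but no more than half, of replicates pass 50% inhibition; inactive means no replicate passes 50% inhibition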;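 further: signal counts dimethyl H3K9 product captured on neutravidin plate; 0% = median of DMSO wells and 100% = 0.3 times that DMSO median; strong numbers were not always called active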
Fh CTSL1 inh = Fasciola hepatica cathepsin L1 inhibitors, primary screen, counter-screen for PFM18AAP inhibitor project, biochemical, QFRET, fluorogenic peptide substrate. recombinant F. hepatica cathepsin L1, Z-Leu-Arg-MCA fluorescence. inhibition, % at 5.96 µM. actives 0.49% (n = 300,000);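 active means inhibition above the mean of all tested compounds plus 3 SD, set per screening campaign, cut at about 17% in these data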;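 further: 0% = plate median of test compound wells and 100% = 1 µM Z-Phe-Ala-diazomethylketone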
Numbers without * were called inactive; i = inactive; ? = inconclusive; . = no result given; & = joins results of further samples. Outcome played no part in choosing rows, and some 3.1% of all compounds hit somewhere here.

SMILES	ZTA DNA inh	HCV core dimer	EBNA-1 inhibitor	PP1 counter	PP5 primary	CR mimetic SO	TPT1 inh	GASC-1 inh	Fh CTSL1 inh
Cc1cc(Cl)ccc1OCC(=O)NCCOc1nc(N2CCOCC2)nc(N2CCOCC2)n1	-6	4	-3	-2	1.6	112	2	5	2
COc1ccc(NC(=O)CNC(=O)Cn2ccc3ccccc3c2=O)c(OC)c1	1	-2	-4	2	0.8	94	1	3	0
COc1ccc(-n2nc(C(=O)NCC(=O)NCCCN3CC(C)CC(C)C3)c3ccccc3c2=O)cc1Cl (stereo not drawn)	-14	-1	-20	1	4.1	102	-2	-8	2
CCOc1cc2[nH]c(=S)n(Cc3ccc(C(=O)NCCN(CC)CC)cc3)c(=O)c2cc1OCC	10	-8	-4	-1	1.0	96	-3	i	2
COc1ccc(NC(=O)CC2C(=O)N(c3ccc(OC)cc3)C(=O)N2Cc2ccc(OC)c(OC)c2)cc1 (stereo not drawn)	-5	-5	-2	-2	-0.9	92	-4	9	4
C#CCOCCOCCOCCNc1nc(N2CCN(C(=O)CCCCCCCCCCNC(=O)[C@H](CO)n3cc(CCCSC)nn3)CC2)nc(N2CCN(C(=O)CCCCCCCCCCNC(=O)[C@@H]([C@H](C)O)n3cc(C)nn3)CC2)n1	14	33	3	31*	2.1	91	-4	.	9
CC(C)C(OC(=O)c1nsc(Cl)c1Cl)C(=O)NCC1CCCO1 (stereo not drawn)	18	-3	1	-2	0.0	90	-7	5	-4
COc1cccc2cc(C(N)=O)/c(=N\NC(=O)c3ccccc3)oc12	-7	3	2	0	2.1	92	3	-3	0
O=C1CCCC/C1=C\Nc1ccccc1C(=O)O	-14	-4	-8	-1	0.2	104	-1	-92	-4
COc1ccc(C(C(=O)NC2CCCC2)N(Cc2cccnc2)C(=O)c2snc(C(N)=O)c2N)cc1OC (stereo not drawn)	-1	-3	0	1	-1.4	100	1	16	-1
CCCSc1ccccc1C(=O)N1CCN(C(=O)c2ccco2)CC1	-3	11	-6	0	2.5	103	-1	-2	-1
N/C(=N\OC(=O)c1cccc([N+](=O)[O-])c1)c1ccccn1	2	0	5	-3	0.9	106	-2	7	-4
CN(C)S(=O)(=O)N(CC(=O)Nc1cccc(F)c1)c1ccccc1	-18	2	-10	0	1.7	93	-2	62	-4
CCn1ncc(/C=C/C(=O)C2CC2)c1C	9	-6	7	4	-1.4	103	2	12	3
O=C(NN=C1CCCCCCCCCCC1)c1cccc(S(=O)(=O)N2CCOCC2)c1	-13	0	5	-4	-0.3	111	3	32	0
O=C(CCNC(=O)Cn1cnc2ccccc2c1=O)NCCC1=CCCCC1	-10	1	-10	-3	1.8	108	1	11	-6
C=CCN(c1ccccc1C(=O)NCC(=O)OCC)S(=O)(=O)c1ccc(C)cc1	2	-2	16	-2	-1.8	93	-3	-7	0
COc1ccccc1Nc1nc(NCc2ccco2)nc(N)c1[N+](=O)[O-]	-14	-3	3	-3	3.1	78	-3	6	1
COc1ccc(Cl)cc1NC(=O)CCN1C(=O)C2C3CCC(C3)C2C1=O (stereo not drawn)	-15	-6	-1	1	1.1	101	1	22	-1
Cc1ccc(-n2nnnc2SCC(=O)Nc2ccc3c(c2)OCCO3)cc1C	-3	13	-4	3	1.9	100	-2	15	0
O=C(O)COc1ccc(/C=C/c2ccc3cccc([N+](=O)[O-])c3n2)cc1	1	1	4	3	1.5	89	-2	0	8
Cc1cc(C(=O)N/N=C/c2ccc(-c3ccc([N+](=O)[O-])cc3C)o2)n[nH]1	14	-1	-6	-2	-2.2	98	11	-1	3
C/C(CCC(C)C)=N\Nc1ccc(S(N)(=O)=O)cc1[N+](=O)[O-]	27	3	8	-4	-1.4	96	-4	-14	2
COc1cccc(C(=O)NNc2nc(C)cc(C)n2)c1	-15	-15	-4	-1	2.1	83	-2	0	-5
CC(C)COc1ccc(C(=O)N/C(=C\c2cccc([N+](=O)[O-])c2)C(=O)O)cc1	3	6	-4	-2	-0.1	98	3	-4	5
COc1cccc(C(=O)NC2CCN(CC(=O)Nc3ccccc3Cl)CC2)c1	-7	-5	-3	1	-0.3	86	1	-9	3
Cn1c(=O)c2c(nc(Oc3ccccc3)n2C)n(C)c1=O	6	-6	3	0	0.6	108	-2	-3	-3
Cc1cc(C)n2nc(SC(C)C(=O)NC3CCCCC3C)nc2n1 (stereo not drawn)	2	-1	-3	-4	-1.1	105	-2	-12	1
C1CCN(Cc2nnnn2CC2CCCO2)CC1 (stereo not drawn)	7	-3	20	-4	-2.8	91	0	-4	3
CC1(C)OC(=O)N(Cc2ccco2)C1(C)O (stereo not drawn)	4	-5	15	-2	2.6	102	-3	2	0
CC1CCC2(CC1)NC(=S)N(c1ccccc1)N2 (stereo not drawn)	-14	-7	-4	3	2.2	86	-5	-1	3
O=C(CN1c2cccc3cccc(c23)S1(=O)=O)N1CCN(c2ccc(F)cc2)CC1	-7	.	.	0	2.7	97	.	9	.
O=C(Nc1ccccc1Oc1ccccc1)c1cccc([N+](=O)[O-])c1	-10	3	6	1	-1.1	90	-1	-31	-2
O=C(CCCOc1ccccc1)Nc1cccc(C(=O)O)c1	-1	-6	-11	1	3.0	104	0	6	-5
CCn1c(-c2cc(-c3cc(OC)ccc3OC)nc3ccccc23)n[nH]c1=S	-17	5	1	2	1.0	79	-3	2	-4
CCC1(c2ccccc2)NC(=O)N(CC(=O)NNC(=O)CCN2CCN(c3ccccc3)CC2)C1=O (stereo not drawn)	2	-3	10	-2	-0.4	106	-1	2	-39
COc1ccc(C2=NNC(c3cc(Cl)cc4c3OCOC4)C2)c(O)c1 (stereo not drawn)	12	-19	2	3	0.9	96	37*	25	1
O=C(NCC(=O)N(CCc1ccccc1)C(C(=O)NC1CCCCC1)c1ccncc1)c1ccco1 (stereo not drawn)	-9	-4	-2	-1	0.7	118	0	34	-6
C/C=C(\C)CN1CCN(c2cc(C)ccc2C)CC1	1	-1	-12	0	-0.9	87	-1	0	3
O=C(CN1C(=O)c2cccc3cccc1c23)NCC1CCCO1 (stereo not drawn)	11	-3	-11	-3	0.0	107	0	-12	0
CCN(C(=O)C1CCCO1)c1ccccc1 (stereo not drawn)	-3	-3	5	1	-0.3	99	0	5	-1
O=C(c1ccc(F)cc1)c1c[nH]c(C(=O)NCc2cccnc2)c1	8	3	-1	0	2.5	102	0	0	-1
CCOc1cc(C(=O)NCCc2ccc(S(N)(=O)=O)cc2)cc(OCC)c1OCC	2	-3	7	-1	-0.8	83	-5	11	-2
CCOC(=O)N1CCN(CC(O)c2ccc3c(c2)CCN3)CC1 (stereo not drawn)	0	-3	2	-3	0.0	94	-3	?	-1
Cc1ccc2nc(-c3ccc(NC(=O)C4CCCO4)cc3)[nH]c2c1 (stereo not drawn)	2	-4	-14	-5	6.7	105	1	-1	0
CC1CN(C(=O)c2scc3c2OCCO3)CC(C)O1 (stereo not drawn)	-9	-4	-1	-6	3.6	107	-3	-5	0
O=C(NCc1nc2ccccc2[nH]1)C1CCCCC1	11	2	-5	-1	0.4	104	3	9	1
COc1ccc(CCNC(=O)/C(C#N)=C/c2cccc(OCc3ccccc3)c2)cc1OC	9	10	0	5	2.5	104	1	32	-2
Cc1cccc(Nc2nnc(SC/C(O)=C(\C#N)c3nc4ccccc4[nH]3)s2)c1	5	41	4	5	-1.0	103	17	7	2
Cc1ccc(NC(=O)CCC(=O)NNC(=O)c2ccccc2Cl)c(C)c1	3	0	2	-6	-1.4	98	-1	16	-3
COc1ccc2[nH]c(-c3cccc(F)c3)cc(=O)c2c1	-4	-7	-8	3	1.9	.	1	10	0
CC1CCCCN1C(=S)NCc1ccco1 (stereo not drawn)	2	1	-7	-6	-3.4	103	-1	1	-2
Cc1ccc(-c2ccc(=O)n(CCC(=O)N3CCN(c4cccc(C)c4)C(C)C3)n2)cc1 (stereo not drawn)	-7	-1	-3	4	2.9	98	-3	2	5
COc1ccc2[nH]c3c(=O)n(CCCCC(=O)NCCN4CCCC4)c(=S)[nH]c3c2c1	10	-3	5	0	1.2	134	4	23	2
CCOCCCNC(=O)/C(C#N)=C/c1ccc(C(=O)OC)cc1	-20	1	-2	2	0.1	101	3	1	0
C/C(=N\NC(=O)c1cccc(F)c1)c1ccc(Br)s1	6	-2	-2	-1	3.0	97	-2	9	0
O=C(Nc1ccccc1C(=O)O)/C(=C/c1ccc(Cl)cc1Cl)NC(=O)c1ccco1	3	0	-12	0	0.3	97	0	5	-4
O=C(CN1CCNCC1)NCCSc1ccc(Cl)cc1	-6	-4	2	-2	1.8	82	0	2	-1
O=C(c1ccccc1S(=O)(=O)NCc1ccccc1)N1CCCCC1	-13	1	-2	-2	0.3	106	-2	0	1
N#Cc1ccccc1Sc1ccccc1C(=O)OCC(=O)N1CCN(C(=O)c2ccco2)CC1	2	0	6	1	1.4	107	-14	0&11	-1

Reprinted from the part before: 2 entries, then new ones.
SMILES	ZTA DNA inh	HCV core dimer	EBNA-1 inhibitor	PP1 counter	PP5 primary	CR mimetic SO	TPT1 inh	GASC-1 inh	Fh CTSL1 inh
O=C(c1ccccc1S(=O)(=O)NCc1ccccc1)N1CCCCC1	-13	1	-2	-2	0.3	106	-2	0	1
N#Cc1ccccc1Sc1ccccc1C(=O)OCC(=O)N1CCN(C(=O)c2ccco2)CC1	2	0	6	1	1.4	107	-14	0&11	-1
CC(C)Nc1ccc(C(CC(N)=O)NC(=O)Cc2ccc(Br)cc2)cc1[N+](=O)[O-] (stereo not drawn)	-4	-10	-4	1	-5.3	119	0	-10	-9
O=C1[C@@H]2Cc3c([nH]c4ccccc34)CN2C(=O)CN1CCCCCO	-10	-12	-3	4	-0.5	104	-7	-29	14
O=C1CC(c2ccccc2)C(=O)N1c1cccc(O)c1 (stereo not drawn)	-3	-10	-6	-1	1.8	98	0	-2	-2
CCOC(=O)c1cc(C#N)c(Oc2ccc(F)cc2)nc1-c1ccccc1	-11	10	-10	0	2.5	94	-8	11	-3
CCN(CC)c1nc(-c2ccccc2)cc(C(F)(F)F)c1C#N	3	1	0	-1	0.1	87	-2	0	1
O=C(NCc1ccccc1Cl)C1CCN(S(=O)(=O)c2cccs2)CC1	13	-4	-8	1	0.6	91	-1	-21	1
CNC(C)c1cc(OC)ccc1OC (stereo not drawn)	1	0	-1	-5	-3.1	98	0	-5	4
COC(=O)c1ccccc1NC(=O)c1nc2nc(C)cc(C)n2n1	-11	10	-1	-1	-0.9	90	0	-3	8
NC1CCN(c2cccc(Cl)n2)CC1	17	-8	13	-3	-1.3	99	-4	8	0
Cc1onc(-c2ccccc2Cl)c1C(=O)OCC(=O)Nc1cccc(S(=O)(=O)N(C)C)c1	-1	-3	4	4	0.9	97	-1	3	-3
O=C(NCc1ccncc1)C1CCN(S(=O)(=O)c2ccc(F)cc2)CC1	-16	-6	-5	2	0.1	126	-3	63	-3

From PubChem BioAssay
